Bioassay records deposited in PubChem BioAssay by several laboratories.
RAM inhibit = inhibitors of the yeast RAM network; inhibition, % at 50 µM; S. cerevisiae dse1pr::URA3 reporter, 5-FOA growth OD615, 2 d; analog-sensitive cbk1-as2 kinase mutant strain; AID 868; 190,000 compounds, 1.8% hits;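 active = inhibition above a set limit, 3 SD over mean compound inhibition, cut at about 8.4% in these data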;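 also: 0% = DMSO-only wells with no growth and 100% = 10 µM 1-NA-PP1 full growth; inhibition rescues growth on 5-FOA so higher OD means more RAM inhibition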
bIAP inh = intestinal alkaline phosphatase (bovine) inhibition; purified bovine IAP, CDP-star luminescence, 30 min; inhibition, % at 20 µM; 190,000 tested, under 10 active;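 active = over 50% inhibition of intestinal alkaline phosphatase at 20 µM in the single-dose screen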
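test system = bovine IAP enzyme | medium = DEA buffer 100 mM, pH 9.8, with MgCl2 1.0 mM, ZnCl2 0.02 mM | detection = luminescence | dosing = single compound dose of 20 µM, 2% DMSO final | incubation = 30 min reaction at room temperature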
TNAP inh hiacc = inhibitors of human TNAP at high phosphate acceptor concentration; P05186; inhibition, % at 20 µM; purified TNAP, CDP-star luminescence, 1 M DEA; 200,000 compounds, 0.03% hits; AID 1135;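 active = over 50% inhibition of tissue-nonspecific alkaline phosphatase at 20 µM in the single-dose screen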;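 also: plate controls were DMSO wells for no effect and EDTA-quenched wells as full inhibition for full effect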
Target sequence (P05186 whole entry, looked up): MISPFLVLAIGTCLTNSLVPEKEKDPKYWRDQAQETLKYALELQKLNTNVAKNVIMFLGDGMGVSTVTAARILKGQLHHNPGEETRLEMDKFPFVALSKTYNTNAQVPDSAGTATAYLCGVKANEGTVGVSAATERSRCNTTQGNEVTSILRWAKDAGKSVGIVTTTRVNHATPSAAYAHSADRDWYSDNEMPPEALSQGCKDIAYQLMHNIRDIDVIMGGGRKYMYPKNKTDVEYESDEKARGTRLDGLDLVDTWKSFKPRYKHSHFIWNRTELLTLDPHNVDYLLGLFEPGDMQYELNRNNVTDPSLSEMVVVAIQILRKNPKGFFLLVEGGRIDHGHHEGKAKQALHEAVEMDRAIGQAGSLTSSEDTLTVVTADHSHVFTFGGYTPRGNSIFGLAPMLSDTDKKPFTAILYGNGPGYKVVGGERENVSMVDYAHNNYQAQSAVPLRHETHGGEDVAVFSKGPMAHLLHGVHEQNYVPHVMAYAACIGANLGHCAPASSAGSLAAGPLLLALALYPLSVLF
L major viab = Leishmania major promastigote growth inhibition. Leishmania major promastigotes, resazurin fluorescence viability. inhibition, % at 10 µM. 200,000 compounds, 9% hits. AID 1063; in the data active = inhibition above about 50%;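 also: promastigotes grown with compound for 44 hours at 28 °C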
bIAP activator = intestinal alkaline phosphatase (bovine) activation; purified bovine IAP, CDP-star luminescence, 30 min; hits give high values; fold of DMSO-control signal, blank-subtracted; activation factor at 20 µM; 200,000 compounds, 0.17% hits; AID 1016;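 active = activation factor of 2 or more at 20 µM, a signal rise over negative controls twice the positive control's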
TNAP act hi DEA = activators of human TNAP at high phosphate acceptor concentration; P05186; purified TNAP, CDP-star luminescence, 1 M DEA, 30 min; hits give high values; 0 = EDTA background, 1 = DMSO-only activity; activation factor at 20 µM; 200,000 tested, under 10 active; AID 1136;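 active = activation factor at least 2 at 20 µM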
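Assay system: human TNAP; Input: enzyme diluted 1/800 final; Reagent: CDP-star luminogenic substrate at 100 µM final; Timing: 30 min, room temperature; Signal: luminescence; Evaluation: TNAP activation factor scaled between EDTA and DMSO control wells.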
APP 5UTR inh = APP translation inhibition. 190,000 compounds, 0.82% hits. SH-SY5Y APP 5'UTR-luciferase reporter, luminescence. inhibition, % at 2 µM. AID 1285;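 active = inhibition above a set limit, derived from the sample mean plus 3 SD, cut at about 45% in these data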; also: values of inactives mirror those of a sister screen read the other way
FLuc inhib CS = inhibits firefly luciferase, flagging false hits in luciferase inhibition screens; P08659; ATPLite firefly luciferase biochemical luminescence, 10 min; inhibition, % at 10 µM; 200,000 compounds, 1.5% hits; AID 1006;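 active = inhibition above about 50% when tested at 10 µM, limit read from the data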
Target sequence (P08659 whole entry, looked up): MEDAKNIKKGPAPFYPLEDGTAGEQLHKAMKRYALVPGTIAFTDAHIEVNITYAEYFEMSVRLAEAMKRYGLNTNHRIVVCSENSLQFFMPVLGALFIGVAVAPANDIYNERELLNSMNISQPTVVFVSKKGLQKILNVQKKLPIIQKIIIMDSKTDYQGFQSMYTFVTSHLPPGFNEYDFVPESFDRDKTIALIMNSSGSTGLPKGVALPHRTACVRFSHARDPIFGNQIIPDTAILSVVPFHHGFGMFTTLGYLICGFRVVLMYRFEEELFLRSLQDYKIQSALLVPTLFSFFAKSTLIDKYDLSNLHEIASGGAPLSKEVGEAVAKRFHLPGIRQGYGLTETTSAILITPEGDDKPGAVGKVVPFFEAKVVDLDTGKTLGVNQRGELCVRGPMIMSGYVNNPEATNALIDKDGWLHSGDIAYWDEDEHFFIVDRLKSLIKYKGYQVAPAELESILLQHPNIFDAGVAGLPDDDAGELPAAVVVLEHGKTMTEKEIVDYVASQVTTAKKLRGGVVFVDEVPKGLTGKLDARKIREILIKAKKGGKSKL
FLuc stim CS = affects firefly luciferase, flagging false hits in luciferase stimulation screens | ATPlite luciferase biochemical, luminescence, 10 min; 0 = ATP-free wells, 1 = DMSO control | activation factor at 10 µM | AID 1027 | 200,000 tested, under 10 active;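 active = luciferase activation factor, scaled between plate controls, of at least 2 with compound at 10 µM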
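System: Luciferase/luciferin detection reagent, cell-free biochemical luciferase assay | Medium: PBS buffer for ATP | Dosing: Test compounds dosed from 2 mM stocks in 100% DMSO | Timing: 10 min at ambient temperature | Signal: Luminescence measurement of luciferase light output | Evaluation: Luciferase activation, seen as luminescence increase over controls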
TNAP inh noacc = blocks human TNAP activity with no phosphate acceptor present. P05186. purified TNAP, CDP-star luminescence, 30 min. inhibition, % at 20 µM. 200,000 compounds, 0.26% hits. AID 1012;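 active = tissue-nonspecific alkaline phosphatase inhibition above about 50% at 20 µM in the single-dose screen, limit read from the data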;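 also: 0% = DMSO negative control and 100% = EDTA positive control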
An asterisk follows results filed as active; nt = not tested or not shown.

SMILES | RAM inhibit | bIAP inh | TNAP inh hiacc | L major viab | bIAP activator | TNAP act hi DEA | APP 5UTR inh | FLuc inhib CS | FLuc stim CS | TNAP inh noacc
O=C(NCc1ccco1)c1cc(-c2cccs2)on1 | 3.7 | 9 | -2 | -8 | 0.9 | 1 | -35 | 19 | 0.8 | -7
CCN1CCN(CC(=O)Nc2sc3c(c2C#N)CCC3)CC1 | 3.7 | -10 | -3 | -1 | 1.1 | 1 | -25 | -1 | 1 | -6
COc1ccc(/C=C/C(=O)c2ccc3c(c2)OCO3)c(OC)c1 | 6.9 | 12 | 2 | 8 | 0.9 | 1 | -152 | 78* | 0.2 | 1
CC(=O)/C=C/c1ccc(C)o1 | 2.9 | 2 | -3 | 0 | 1 | 1 | 0 | -4 | 1 | -6
CCc1ccc(NC(=O)N(CCOC)C2CCN(C(C)=O)CC2)cc1 | 1.5 | 2 | -4 | -4 | 1 | 1 | 2 | -6 | 1.1 | 0
Cc1cccc(Nc2nnc(-c3ccc(N4CCOCC4)c([N+](=O)[O-])c3)c3ccccc23)c1 | 0.4 | 17 | 4 | 44 | 0.8 | 1 | -10 | 0 | 1 | 7
O=C(COC(=O)c1cc([N+](=O)[O-])ccc1NCCO)c1ccc(Cl)cc1 | 1.0 | -24 | 3 | 0 | 1.2 | 1 | 13 | -4 | 1 | 0
CCCCOCCCn1cnc2c([nH]c3cc(OC)ccc32)c1=O | 2.6 | 2 | -8 | 9 | 1 | 1.1 | -2 | -4 | 1 | -11
CCOC(=O)N1CCN(C(=S)NC(=O)C23CC4CC(CC(C4)C2)C3)CC1 | 2.3 | -5 | -2 | 4 | 1.1 | 1 | -20 | -5 | 1.1 | -7
O=C(Cc1cccs1)Nc1ccc(NC(=O)c2ccco2)cc1 | 2.3 | 15 | -8 | -5 | 0.8 | 1.1 | -1 | 5 | 0.9 | -9
O=[N+]([O-])/C=C1/CCCCCN1 | 1.1 | -2 | 5 | 1 | 1 | 1 | 2 | -4 | 1 | 0
Nc1ccc(C(CC(=O)O)n2cccc2)cc1 (stereo not given) | 1.6 | -15 | 3 | -1 | 1.1 | 1 | -8 | -3 | 1 | 1
Cc1ccc2oc(-c3ccco3)cc(=O)c2c1 | 0.3 | 11 | -1 | -6 | 0.9 | 1 | -61 | 34 | 0.7 | -3
CC(=O)c1cccc(NC(=O)COC(=O)COc2ccc(Cl)cc2)c1 | 0.2 | -10 | -7 | -11 | 1.1 | 1.1 | -10 | -2 | 1 | -7
O=C1c2ccccc2-c2nc3ncnn3c(-c3ccccc3Cl)c21 | 3.3 | -2 | -5 | -3 | 1 | 1 | 5 | -3 | 1 | -12
OC1(c2cccc(C(F)(F)F)c2)CCN(c2ccc(-c3ccccc3)nn2)CC1 | 1.2 | 14 | 3 | -2 | 0.9 | 1 | 9 | 1 | 1 | 0
COc1cc(CC(=O)Nc2nccs2)cc(OC)c1OC | 4.5 | 1 | -5 | -5 | 1 | 1 | -7 | -6 | 1.1 | -8
CCCCCc1nc2c(C#N)c(-c3ccc(Cl)cc3)ccn2n1 | 4.0 | 11 | 3 | -4 | 0.9 | 1 | -2 | -4 | 1 | -4
CCc1c(C)nc(SCC(=O)c2ccc(C)c(C)c2)[nH]c1=O | 1.7 | 10 | -2 | -9 | 0.9 | 1 | -9 | -2 | 1 | -9
Cn1ccnc1SCCNC(=O)CCc1nnc(CCc2ccccc2)o1 | -0.5 | -3 | -5 | -5 | 1 | 1 | -8 | -2 | 1 | -7
CC(C)CN(CC(C)C)C(=O)Cc1coc2ccc3ccccc3c12 | 0.8 | -5 | -6 | 8 | 1.1 | 1.1 | -1 | -5 | 1.1 | -7
Cc1c(NS(=O)(=O)c2ccccc2)c(=O)n(-c2ccccc2)n1C | 2.0 | 3 | -5 | -6 | 1 | 1 | 5 | -8 | 1.1 | -1
O=C(CN1CCCCC1)N=Nc1c(O)[nH]c2ccccc12 | -0.4 | -26 | -3 | 8 | 1.3 | 1 | -2 | 11 | 0.9 | -4
O=C(Nc1ccc(Cl)cc1)C1CC2CCCC(C1)C2=O (stereo not given) | 1.7 | 5 | -7 | -7 | 0.9 | 1.1 | -17 | -5 | 1.1 | -12
CCOCCn1c(SCCCc2ccccc2)nc2c1c(=O)[nH]c(=O)n2C | 6.3 | -5 | -2 | 1 | 1.1 | 1 | 2 | -3 | 1 | -10
SMILES | RAM inhibit | bIAP inh | TNAP inh hiacc | L major viab | bIAP activator | TNAP act hi DEA | APP 5UTR inh | FLuc inhib CS | FLuc stim CS | TNAP inh noacc
CC(C)[C@H](NC(=O)OCc1ccccc1)C(=O)NCc1ccccc1 | 0.9 | 12 | -3 | -3 | 0.9 | 1 | 4 | -9 | 1.1 | -4
CCC(C)NC(=O)CSc1nc2ccsc2c(=O)n1-c1ccc(OC)cc1 (stereo not given) | 3.4 | 5 | -7 | -7 | 0.9 | 1.1 | -6 | -8 | 1.1 | -15
CCCCNC(=O)c1cc2ccccc2s1 | -0.4 | 14 | -4 | -1 | 0.9 | 1 | -47 | 19 | 0.8 | -15
COc1ccc(-c2noc(C(C)n3nc(C)c([N+](=O)[O-])c3C)n2)cc1OC (stereo not given) | -0.3 | 4 | 0 | -4 | 1 | 1 | -10 | -5 | 1 | -4
O=C1CN2C(=Nc3ccc(Br)cc3C2c2ccccc2)CCN1 (stereo not given) | 0.5 | 11 | 0 | 0 | 0.9 | 1 | -1 | -2 | 1 | -7
CCOC(=O)c1[nH]c2ccc(Br)cc2c1NC(=O)CNC | 1.1 | 11 | -6 | -4 | 0.9 | 1.1 | 11 | -5 | 1 | -13
CC(C)C(C(=O)OCC(=O)c1ccccc1)N1C(=O)C2C3C=CC(C3)C2C1=O (stereo not given) | 0.6 | -11 | -4 | -7 | 1.1 | 1 | -4 | -4 | 1 | 1
Cc1cccc(N(C(=O)c2sc(C)nc2C)C(C(=O)NCc2ccco2)c2ccccc2)c1 (stereo not given) | 3.7 | -1 | -4 | 11 | 1 | 1 | -19 | -2 | 1 | -3
C/C(=N/Nc1cc(-c2ccccc2)nc(-c2ccccc2)n1)c1ccc(O)cc1 | 0.1 | 5 | -1 | 89* | 0.9 | 1 | -8 | 5 | 1 | 1
Nc1ccc2[nH]ncc2c1 | 1.1 | 11 | 7 | -2 | 0.9 | 0.9 | -3 | -6 | 1.1 | 0
CCCCN1C(=O)C(NC(=O)CC(C)C)(C(F)(F)F)C2=C1CC(C)(C)CC2=O (stereo not given) | 1.3 | -6 | -4 | -5 | 1.1 | 1 | 0 | -10 | 1.1 | -11
Cc1cc(=O)[nH]c(N/N=C/c2cn(CCC#N)nc2-c2ccccc2)n1 | 0.6 | -6 | -3 | -3 | 1.1 | 1 | 4 | 6 | 0.9 | -11
CC(C)Oc1ccc(OCCNC2CCCC2)cc1 | -0.1 | -2 | -6 | 79* | 1 | 1.1 | -12 | -1 | 1 | -12
O=C(CNC(=O)c1ccco1)OCC(=O)c1ccccc1 | -0.5 | -1 | -7 | -8 | 1 | 1.1 | -1 | 4 | 1 | -12
COc1ccc(S(=O)(=O)NNC(=O)c2ccccc2-n2cccc2)cc1 | 0.9 | -6 | 0 | -14 | 1.1 | 1 | 5 | -3 | 1 | 1
CN1C(=O)C(CC(=O)Nc2ccccc2)S/C1=N/c1nccs1 (stereo not given) | 4.9 | -2 | -5 | -4 | 1 | 1.1 | 0 | -5 | 1 | -9
CC(=O)Nc1ccccc1OCC(=O)NC(C)c1ccc(F)cc1 (stereo not given) | -0.5 | 12 | 2 | -11 | 0.9 | 1 | 13 | -6 | 1.1 | -1
COc1ccc(Br)c(C(=O)NC2CCCC2)c1 | -0.4 | -6 | -5 | 17 | 1.1 | 1 | 8 | -1 | 1 | 1
Cc1ccc(-n2c(C)cc(/C([O-])=C(/C(=S)Nc3ccc(F)c(Cl)c3)[n+]3ccccc3)c2C)cc1 | 0.4 | 9 | 1 | 91* | 0.9 | 1 | nt | -1 | 1 | -11
CC(C)(C)C(=O)Nc1cc(S(=O)(=O)N2CCCCC2)ccc1N1CCCCC1 | 3.3 | -9 | -6 | 15 | 1.1 | 1.1 | -16 | -7 | 1.1 | -17
COc1ccc(C2CCCN2C(=S)Nc2cccc(Cl)c2)cc1OC (stereo not given) | 2.0 | 2 | -2 | 12 | 1 | 1 | 1 | -9 | 1.1 | 2
CCCCN(CC)S(=O)(=O)N1CCC(C(=O)NCCCN2CCOCC2)CC1 | -0.5 | -7 | -2 | 3 | 1.1 | 1 | 1 | -3 | 1 | -7
N#C/C(C(=O)c1ccccc1)=C1/CCCCCN1 | 1.2 | -2 | -3 | 8 | 1 | 1 | -52 | 20 | 0.8 | -11
COc1ccc(Cl)cc1NC(=O)c1oc(C)nc1C | -0.9 | -1 | -4 | 1 | 1 | 1 | 3 | -11 | 1.1 | -4
O=C(COC(=O)COc1ccc(Cl)cc1)Nc1ccc(F)c([N+](=O)[O-])c1 | 1.6 | -1 | 3 | 9 | 1 | 1 | -7 | 2 | 1 | 4
SMILES | RAM inhibit | bIAP inh | TNAP inh hiacc | L major viab | bIAP activator | TNAP act hi DEA | APP 5UTR inh | FLuc inhib CS | FLuc stim CS | TNAP inh noacc
N#Cc1nc(-c2cccs2)oc1N1CCOCC1 | 0.9 | 2 | -6 | -6 | 1 | 1.1 | -3 | -2 | 1 | -9
COc1ccc(S(=O)(=O)n2nc(OC(=O)c3cccs3)cc2N)cc1 | 1.2 | 10 | 0 | -1 | 0.9 | 1 | -1 | -10 | 1.1 | 1
COc1ccc(NC(=S)NCc2ccc3c(c2)cc(C)n3C)cc1 | 3.7 | 9 | -8 | 1 | 0.9 | 1.1 | -5 | -4 | 1 | -9
CCN1CCN(C(=O)C2CC(c3ccc(F)cc3)=NO2)CC1 (stereo not given) | 0.9 | 9 | -7 | 2 | 0.9 | 1.1 | 0 | -3 | 1 | -14
CCCCNC(=O)C1C2C=CC3(CN(Cc4ccc(C)cc4)C(=O)C13)O2 (stereo not given) | 1.4 | 6 | -6 | -4 | 0.9 | 1.1 | 0 | -10 | 1.1 | -2
N#CCSc1nc2c(cc1C#N)CCCC2 | 2.0 | -4 | -3 | 1 | 1 | 1 | -17 | -5 | 1.1 | 13
CCOC(=O)C1CCCN(C(=O)c2cn(CC)c3ccc(S(=O)(=O)N(C)C)cc3c2=O)C1 (stereo not given) | 1.0 | 3 | -3 | -8 | 1 | 1 | -12 | -5 | 1 | -1

Four entries already listed, arranged by their value in RAM inhibit, highest first.
SMILES | RAM inhibit | bIAP inh | TNAP inh hiacc | bIAP activator | TNAP act hi DEA | APP 5UTR inh | FLuc inhib CS | FLuc stim CS | TNAP inh noacc
N#CCSc1nc2c(cc1C#N)CCCC2 | 2.0 | -4 | -3 | 1 | 1 | -17 | -5 | 1.1 | 13
CCCCNC(=O)C1C2C=CC3(CN(Cc4ccc(C)cc4)C(=O)C13)O2 (stereo not given) | 1.4 | 6 | -6 | 0.9 | 1.1 | 0 | -10 | 1.1 | -2
COc1ccc(S(=O)(=O)n2nc(OC(=O)c3cccs3)cc2N)cc1 | 1.2 | 10 | 0 | 0.9 | 1 | -1 | -10 | 1.1 | 1
N#Cc1nc(-c2cccs2)oc1N1CCOCC1 | 0.9 | 2 | -6 | 1 | 1.1 | -3 | -2 | 1 | -9
